PDI turbidity: inhibitors of human PDI, primary screen, biochemical, turbidity, single point, plate reader; Protein disulfide-isomerase (Homo sapiens), P07237; PDI insulin aggregation turbidity, A650, 90 min; inhibition, % at 10 µM; 350,000 tested, 0.052% active; AID 588391, 2011;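 active = mean inhibition across replicates of 30% or more, whatever share of single replicates reach that level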;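 note: absorbance from insulin aggregation driven by PDI reduction with DTT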
Target sequence (P07237 whole entry, looked up): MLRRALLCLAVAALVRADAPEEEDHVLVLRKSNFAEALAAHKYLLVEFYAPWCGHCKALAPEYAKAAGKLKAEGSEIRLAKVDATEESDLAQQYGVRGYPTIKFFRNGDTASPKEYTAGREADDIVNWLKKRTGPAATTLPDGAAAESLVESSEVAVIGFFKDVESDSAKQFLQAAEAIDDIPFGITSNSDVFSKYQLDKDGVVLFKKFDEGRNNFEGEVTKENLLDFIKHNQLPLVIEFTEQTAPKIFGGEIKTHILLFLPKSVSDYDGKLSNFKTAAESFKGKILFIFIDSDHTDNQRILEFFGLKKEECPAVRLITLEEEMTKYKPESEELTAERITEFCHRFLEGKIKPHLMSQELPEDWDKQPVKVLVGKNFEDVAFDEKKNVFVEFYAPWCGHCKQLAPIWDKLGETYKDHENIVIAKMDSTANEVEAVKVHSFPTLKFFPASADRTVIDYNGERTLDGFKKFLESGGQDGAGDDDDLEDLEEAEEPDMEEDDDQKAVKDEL
Cardio protect: cardioprotection against H2O2-induced cell death, primary screen, uHTS, H9c2 cells, ATPLite luminescence | 360,000 tested, 0.63% active | AID 588492, 2011 | H9c2 cardiomyocytes, H2O2 injury protection, 2 h | protection from H2O2 cell death, % at 20 µM;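 active = compounds giving at least 50% protection of heart cells from peroxide-induced death in the single-dose screen, raw or plate-pattern-corrected value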;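 note: 0% = DMSO wells with peroxide and 100% = DMSO wells without peroxide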
ABCB6 inh 2: ABCB6 transporter inhibitors, primary screen, K562-ABCB6 cells, flow cytometry, MLPCN library; fluorescence ratio to DMSO, % at 10 µM; 360,000 tested, 0.19% active; AID 602162, 2011; K562-ABCB6 porphyrin accumulation, 1 h; stronger effect = lower value;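 active = fluorescence ratio to DMSO below 75%, the collection mean minus 3 SD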;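 note: signal is porphyrin accumulated inside mitochondria; 100% equals median channel fluorescence of DMSO control wells; lower ratio means ABCB6 inhibition with less porphyrin fluorescence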
MC4R barr agon: MC4R agonists recruiting beta-arrestin, primary screen, cell-based, luminescence, agonist arm of biased-ligand search. U2OS MC4R beta-arrestin complementation; percent of melanotan II response, DMSO zero. activation, % at 8.9 µM. 360,000 tested, 0.98% active. AID 540308, 2011;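 active = activation above a per-plate cutoff, the mean activation of sample wells on that plate plus 3 SD, cut at about 8% in these data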
CaV13 ICDI inh: Disruptors of the CACNA1D IQ motif to Ca2+-dependent inactivation inhibitor domain association, primary screening, Förster resonance energy transfer in intact living …; HEK cells, CFP/YFP FRET ICDI-IQ, plate reader, 10 min; percent FRET-ratio fall versus neutral wells; inhibition, % at 12.3 µM; 340,000 tested, 0.098% active; AID 743397;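 active = mean replicate inhibition of at least 30% and at least 1% of replicates passing that level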;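 note: 0% = median of the neutral control wells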
Glyco luc inh: increase of ERlucT glycosylation luciferase signal, primary screen, N-linked glycosylation inhibitor project, D54 ERlucT cells, luminescence, set 2 | D54 ERlucT glycosylation luciferase reporter, 24 h; percent of 100 nM tunicamycin response | reporter increase, % at 12.5 µM | 360,000 tested, 0.23% active;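 active = mean luciferase reporter signal, scaled so untreated is 0 and the glycosylation-blocking control 100, at or above a set limit in every replicate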;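 note: luciferase carries N-glycosylation sites so blocking glycosylation raises the light; 0% = median of neutral control wells and 100% = median of 100 nM tunicamycin wells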
HTR2A ag: mouse Htr2a agonists via beta-arrestin recruitment, primary screen, cell-based, luminescence; 5-hydroxytryptamine receptor 2A (Mus musculus), P35363; CHO-K1 mHTR2A beta-arrestin complementation; percent of 30 µM serotonin response; activation, % at 7.6 µM; 360,000 tested, 0.66% active; AID 624169, 2012;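 active = activation above a run cutoff, the mean activation of all tested compounds plus 3 SD, cut at about 14% in these data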;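 note: 0% = plate median of compound wells and 100% = 30 µM serotonin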
Target sequence (P35363 whole entry, looked up): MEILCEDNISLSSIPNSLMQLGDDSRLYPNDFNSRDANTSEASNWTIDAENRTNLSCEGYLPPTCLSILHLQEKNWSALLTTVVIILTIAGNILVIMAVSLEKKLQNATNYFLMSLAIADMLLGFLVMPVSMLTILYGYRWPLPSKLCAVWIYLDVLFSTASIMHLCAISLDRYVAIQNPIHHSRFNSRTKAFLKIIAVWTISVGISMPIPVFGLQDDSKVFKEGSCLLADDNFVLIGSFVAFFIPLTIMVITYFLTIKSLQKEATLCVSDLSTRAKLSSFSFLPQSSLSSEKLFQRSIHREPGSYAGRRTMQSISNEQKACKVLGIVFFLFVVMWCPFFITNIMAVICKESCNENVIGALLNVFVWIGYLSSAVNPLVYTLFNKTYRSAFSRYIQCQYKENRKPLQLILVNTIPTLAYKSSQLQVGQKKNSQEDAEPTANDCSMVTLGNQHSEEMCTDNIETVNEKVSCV
MC4R antagonist: MC4R antagonists of cAMP signaling, primary screen, cell-based, TR-FRET, antagonist arm of biased-ligand search | inhibition, % at 6.5 µM | MC4R-expressing cells, MTII-stimulated cAMP, LANCE TR-FRET | 360,000 tested, 0.48% active;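 active = inhibition above its plate's cutoff, the mean of tested wells on that plate plus 3 SD, cut at about 29% in these data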;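 note: 0% = Melanotan II alone and 100% = Melanotan II plus saturating MCL0020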
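material = U2OS cells stably expressing human melanocortin 4 receptor (MC4R) | also added = Melanotan II challenge | dosing = single nominal compound dose of 6.5 µM | detection = TR-FRET with Eu-cAMP and labeled anti-cAMP, 671 nm | replication = singlicate | timing = compound 30 min, challenge 1 h, detection 1 h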
Vif imaging: HIV Vif self-association inhibitors, primary screen, imaging, HEK293T, single point | HEK293T cells, Vif self-association by quenched fluorescence, 24 h | inhibition, % at 7.49 µM | 340,000 tested, 0.35% active | AID 602346, 2012; in the data active = inhibition above about 50%, passing the limit was not always enough; note: some results filed as inactive read as strong as hits
aDG glyco act: activators of alpha-DG glycosylation, primary screen, uHTS, Pro5-aDG cells, AlphaScreen; alpha-DG glycosylation AlphaScreen (IIH6); 0% Pro5, 100% B10-LARGE cell signal; activation, % at 10 µM; 360,000 tested, 0.22% active; AID 624168, 2012;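 active = activation of at least 8% versus controls, or a plate z-score of at least 8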;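 note: Pro5 are CHO cells carrying HIG-tagged alpha-DG that lacks glycosylation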
Starred values were filed as active, the others as inactive; · = not tested or not shown.

SMILES	PDI turbidity	Cardio protect	ABCB6 inh 2	MC4R barr agon	CaV13 ICDI inh	Glyco luc inh	HTR2A ag	MC4R antagonist	Vif imaging	aDG glyco act
CCOc1ccccc1CN1CCCC(C(=O)Nc2cccc(-n3cccn3)c2)C1 (centres undefined)	3.7	-6.3	101.0	0.7	-7.0	-0.9	-8.2	7.7	0.1	-0.1
CC(c1ccccc1)N1C(=O)NC(NC(=O)c2cccnc2)(C(F)(F)F)C1=O (centres undefined)	-6.0	1.3	101.0	-2.4	-5.2	-1.4	-0.2	2.5	2.5	-0.1
CCOC(=O)c1cc(-c2ccccc2)nn1-c1ccccn1	5.0	4.6	102.0	-0.4	-3.6	-0.2	0.4	15.9	·	-0.1
Cc1c(Cl)ccc2c(C(=O)NCCN3CCCCC3)cc(-c3ccccn3)nc12	-3.9	0.1	99.0	-0.3	-3.0	5.8	-8.9	5.5	-3.0	0.6
Cc1csc2ncc(C(=O)NC(C)c3ccccc3)c(=O)n12 (centres undefined)	·	-12.7	98.0	0.0	-5.7	0.7	5.2	-5.7	0.7	0.2
O=C1c2ccccc2C2=Nc3ccccc3SC(c3ccccc3F)C12 (centres undefined)	-3.6	-16.4	103.0	-0.6	-6.0	-5.6	-5.7	7.7	5.5	-0.5
N=C(N)SCc1ncccc1O	3.1	2.5	98.0	1.6	-7.0	0.1	-0.9	19.7	·	0.0
CCOC(=O)C1=C(c2ccccc2)Nc2c(c(=O)n(C)c(=O)n2C)C1c1ccc(O)c(OC)c1 (centres undefined)	-0.1	10.6	99.0	-0.2	-5.7	2.0	0.7	4.6	2.7	0.1
CCn1nnc(NC(=O)c2ccc(-c3ccccc3[N+](=O)[O-])o2)n1	5.5	-20.8	103.0	-1.8	-6.1	7.1	-8.2	2.2	1.5	-0.2
CN1CCN(c2ccc(NC(=O)c3ccc(Oc4ccccc4)cc3)cc2)CC1	-5.7	-12.7	99.0	-0.6	-2.7	-2.7	-1.9	-2.1	0.6	2.2
C=CCn1c(SCC(=O)N(C)C2CCCCC2)nnc1C1CC1	-12.6	-5.8	94.0	-1.6	-3.1	0.5	2.6	7.7	2.4	0.0
CCCc1cc(C(=O)Nc2cccc(Cl)c2C)no1	-6.6	-4.2	97.0	0.3	-7.1	0.5	3.5	12.2	0.5	0.1
Cc1ccc(NS(=O)(=O)c2ccc(C(=O)NC3CCN(Cc4ccccc4)CC3)cc2)cc1	-0.9	-14.7	92.0	-0.2	-2.6	0.4	-1.1	10.7	-31.8	13.4*
O=C(/C=C/c1cccc([N+](=O)[O-])c1)NCc1ccc2c(c1)OCO2	-5.3	-1.4	98.0	-0.9	-4.5	1.4	1.3	0.9	-0.7	-0.5
Cc1ccc(Cc2c(-c3ccco3)nc3c(C)cc(Br)cn23)cc1	·	4.0	99.0	·	-3.4	-2.6	-12.4	·	·	-0.3
Cc1c(C2Nc3ccccc3C(=O)N2O)cnn1C (centres undefined)	-3.7	52.3*	91.0	-1.5	-9.1	-1.1	-3.6	-0.6	-2.4	-0.4
Cc1cccc(/C(N)=N/OC(=O)c2ccc(Cl)cc2Cl)c1	3.4	-23.9	103.0	0.6	-2.8	-19.5	3.1	14.7	-0.8	0.4
CC1CN(C)C(C)C/C1=N/Oc1ccccc1[N+](=O)[O-] (centres undefined)	-0.7	3.4	100.0	-2.2	-4.6	-0.4	1.6	0.7	8.9	-0.3
CN(C)/C=C/C(=O)c1ccc(OCCN(C)c2ccccn2)cc1	1.6	7.2	97.0	-0.8	-7.3	-0.3	1.4	5.7	-9.9	0.1
Cc1ccc(NC(=S)Nc2ncccc2C)c(C)c1	-0.3	-7.3	97.0	0.6	-4.8	-5.3	0.0	4.6	-9.9	0.4
CCOCCCNS(=O)(=O)c1ccc(Br)cc1	3.9	-0.3	105.0	0.1	-4.1	0.1	5.8	8.9	2.4	1.0
COCCNC(=O)[C@@]1(C)C=C[C@@H](Cc2ccccc2)N1C(=O)c1ccccc1	-0.4	-0.7	105.0	0.3	-11.5	2.7	4.5	5.0	2.6	-0.1
CCCC(C(=O)NC1CCCC1)N(Cc1cccs1)C(=O)c1snc(C(N)=O)c1N (centres undefined)	1.1	9.6	95.0	-1.9	·	-0.5	-3.4	-2.8	7.9	-0.1
C/C(=N/NC(=O)CN1CCN(S(=O)(=O)c2ccc(C)cc2)CC1)c1ccco1	-1.8	2.9	94.0	0.8	3.1	1.5	-0.7	-5.3	-4.9	-0.1
O=c1c2[nH]c3ccccc3c2ncn1CCN1CCCCC1	-6.0	19.3	100.0	-2.1	-5.4	-1.0	-1.1	3.1	-0.2	0.0
Cc1ccc(S(=O)(=O)Oc2ccccc2/C=N/NC(N)=S)cc1	1.2	36.4	98.0	-0.9	-12.3	8.5	-1.7	-22.3	·	-0.4
CC1CCCN(CCCOc2ccc(Br)cc2Cl)C1 (centres undefined)	12.4	3.5	96.0	3.1	-2.0	3.1	-2.7	3.9	-1.8	0.2
CC(C)CSc1nc2ccccc2c(=O)[nH]1	1.9	14.4	100.0	0.1	-5.2	-0.8	0.3	-5.7	5.0	-0.3
Nc1ccc(S(=O)(=O)Nc2nc(-c3ccccc3)cc(-c3ccccc3O)n2)cc1	3.2	-6.3	106.0	-1.7	-4.8	2.4	-5.0	3.8	-4.8	0.7
O=C(c1cc(-c2ccccc2)on1)N1CCCc2ccccc21	-13.7	1.7	91.0	0.1	10.1	-2.5	-2.2	6.8	-3.6	0.4
COc1cc(NC(=O)C2CCC(CNS(=O)(=O)c3csc(C(N)=O)c3)CC2)cc(OC)c1 (centres undefined)	1.4	-0.8	102.0	-2.7	-2.3	1.0	4.8	19.8	9.2	-0.2
Cc1cc(C)c2c(CC(=O)NCCc3ccccc3)coc2c1	-2.9	-10.2	100.0	-2.3	-7.1	4.7	-3.7	17.4	-0.9	0.0
COc1ccc(NC(=O)C2(C)CCN2Cc2ccc(SC)cc2)cc1OC (centres undefined)	4.9	-1.9	100.0	-0.4	-4.7	0.4	-3.1	12.5	-7.2	0.1
COc1ccccc1N1CCN(C2CCCN(C(=O)c3snnc3C)C2)CC1 (centres undefined)	2.2	-0.1	97.0	-1.3	-3.3	0.7	-5.0	4.0	-1.4	-0.2
COc1ccc(CCN(Cc2ccccn2)C(=S)Nc2ccccc2C)cc1OC	9.1	3.4	96.0	-1.0	-2.3	-1.7	0.5	8.3	-1.8	0.1
COC(=O)c1cc2ccccc2n1S(=O)(=O)c1ccccc1	-8.6	-8.7	92.0	-1.5	-3.5	-2.5	-2.6	-3.6	·	0.1
CC(C)(C)NC(=S)N1CCC(C(=O)c2ccc(F)cc2)CC1	5.2	-1.6	101.0	-0.1	-19.7	-3.6	-3.3	8.7	-0.6	-0.1
CC(=O)c1cccc(N(CC(=O)O)S(C)(=O)=O)c1	-18.8	4.7	98.0	-0.3	0.6	0.5	0.1	5.3	2.5	-0.1
O[C@@H]1CN(Cc2cccs2)[C@@H](c2ccc(Cl)cc2)C[C@H]1n1cc(-c2ccc(F)cc2)nn1	-3.8	-10.6	95.0	1.5	-3.5	-1.9	-0.5	8.3	13.8	1.4
O=C(NCc1ccc2c(c1)OCO2)C1CC(=O)N(c2ccc(Cl)cc2)C1 (centres undefined)	2.1	-1.5	98.0	-2.5	-3.6	0.6	1.2	0.4	-2.7	0.0

By substructure: those above with a nitro group on carbon.
SMILES	PDI turbidity	Cardio protect	ABCB6 inh 2	MC4R barr agon	CaV13 ICDI inh	Glyco luc inh	HTR2A ag	MC4R antagonist	Vif imaging	aDG glyco act
CCn1nnc(NC(=O)c2ccc(-c3ccccc3[N+](=O)[O-])o2)n1	5.5	-20.8	103.0	-1.8	-6.1	7.1	-8.2	2.2	1.5	-0.2
O=C(/C=C/c1cccc([N+](=O)[O-])c1)NCc1ccc2c(c1)OCO2	-5.3	-1.4	98.0	-0.9	-4.5	1.4	1.3	0.9	-0.7	-0.5
CC1CN(C)C(C)C/C1=N/Oc1ccccc1[N+](=O)[O-] (centres undefined)	-0.7	3.4	100.0	-2.2	-4.6	-0.4	1.6	0.7	8.9	-0.3

Next section
SMILES	PDI turbidity	Cardio protect	ABCB6 inh 2	MC4R barr agon	CaV13 ICDI inh	Glyco luc inh	HTR2A ag	MC4R antagonist	Vif imaging	aDG glyco act
O=c1c2ccccc2nc(-c2ccc(F)cc2)n1NCc1ccccc1O	-8.0	1.9	106.0	-2.3	0.1	0.2	-2.3	-1.0	·	0.1
CSc1nsc(N/N=C/c2ccccc2)c1C#N	-4.1	-22.4	98.0	1.4	-5.9	-0.5	-1.9	4.8	-4.3	0.1
O=C(O)COc1ccccc1/C=N/Nc1ccc(S(=O)(=O)Nc2ccc(Cl)cc2)cc1[N+](=O)[O-]	-0.6	-1.2	99.0	-4.2	8.3	3.7	3.3	23.3	6.1	-0.2
Cc1ccccc1-n1c(C)nnc1SCc1cc(=O)oc2ccc3ccccc3c12	-16.8	5.3	102.0	1.8	-2.2	1.0	6.2	4.9	-5.0	0.6
O=C1Nc2ccccc2CCc2ccccc21	7.0	-4.3	98.0	-3.1	-1.8	1.0	-2.3	1.1	-5.1	-0.1
CCCCOc1ccc(C(CC(=O)NC)C(=O)O)cc1 (centres undefined)	4.3	3.1	97.0	-0.3	-8.4	3.8	4.2	-0.3	-3.6	0.2
CC(C)c1ncc(C(O)c2cccc3ccccc23)n1C (centres undefined)	7.2	-13.0	93.0	-0.3	-5.7	-0.4	-1.2	1.8	6.3	0.4
CN(CC(=O)Nc1ccccc1Br)c1ncnc2sccc12	0.3	-6.2	103.0	-2.5	-4.3	-0.4	0.3	1.2	-1.3	0.8
CCc1c(C)nc(N)n2c(SCC(=O)NC3CCCCC3)nnc12	5.9	-0.2	100.0	1.1	-4.7	0.3	-2.3	1.5	-7.0	0.0
Clc1ccccc1-c1ccc(CN2CCN(c3ccccc3)CC2)o1	-6.8	-7.6	99.0	0.8	·	0.0	-4.6	8.7	-4.6	0.2
COc1ccc(C(=O)OCc2c(-c3cccc(OC)c3)ncc3ccccc23)cc1	3.6	-5.1	95.0	-1.1	-5.0	-2.4	-4.8	-10.7	-2.7	0.7
C[C@H](NC(=O)c1nc[nH]c1C(=O)N[C@H](C)c1ccccc1)C(=O)OC(C)(C)C	0.1	4.8	94.0	4.5	-8.9	-0.2	1.8	-0.3	-5.0	0.3
Cc1cccc(C)c1NC(=O)COc1ccc2c(C)c(Cc3ccccc3)c(=O)oc2c1	-9.3	-5.7	89.0	5.6	-5.4	-5.6	1.4	2.2	-19.6	1.5
O=C(C(=O)N1CCN(c2ccccc2F)CC1)c1cn(CC(=O)N2CCCC2)c2ccccc12	12.5	4.6	97.0	1.3	-11.8	0.3	7.6	-5.2	3.5	-0.2
